# Source: PubChem (National Center for Advancing Translational Sciences (NCATS))
# GAA spleen mod: qHTS Assay for Inhibitors and Activators of Human alpha-Glucosidase From Spleen Homogenate | Lysosomal alpha-glucosidase (Homo sapiens), P10253 | human spleen homogenate, 4-MU-alpha-glucoside fluorescence | Potency, µM (highest dose often 79.9 µM), for the others: at the highest dose activity change, negative = inhibition, most hits filed as inhibitors | 240,000 tested, 0.006% active | AID 2112, 2009;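 note: potency is the fitted concentration of half-maximal effect; 0% = enzyme with vehicle and -100% = no enzyme basal signal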
#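 Compounds were titrated against alpha-glucosidase in spleen homogenate at pH 5.0, with 1 mM 4-methylumbelliferyl substrate for 40 min at 37 C. Reactions were quenched with pH 10 NaOH/glycine and fluorescence measured.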
# Lamin A splicing: qHTS Assay for Modulators of Lamin A Splicing | HeLa LMNA splicing GFP/RFP minigene ratio, 48 h | Potency, µM (top dose mostly 46.1 µM), without a hit: at the top dose ratio change, negative = inhibition, usual class: inhibitors | 200,000 tested, 0.01% active | AID 1487, 2009; active = well fitted inhibition curve with a large enough effect in the signal ratio, with a control signal flat, not every such curve was filed as active; inconclusive = small, poorly fitted or top-dose-only effect, or effect the other way, or a change in a side signal; the % refers to the signal ratio; note: potency is the fitted concentration of half-maximal effect; % is set by controls: 0 for no effect and ±100 for the full control effect
#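 S3 HeLa stable clones carrying a lamin A-EGFP splicing minigene plus DsRed2 were seeded at 600 cells/well in Opti-MEM with 2% FBS, pin-dosed and incubated 48 h at 37°C. Acumen cytometry (488 nm) gave the GFP/RFP total-intensity ratio.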
# CBFb RUNX1 block: qHTS Assay for Compounds Blocking the Interaction Between CBF-beta and RUNX1 for the Treatment of Acute Myeloid Leukemia | AID 1477, 2009 | 230,000 tested, under 10 active | Runt-related transcription factor 1 (Homo sapiens) + Core-binding factor subunit beta … | Potency, µM (titrated, usually from 59.8 µM), inactives show at the highest dose activity, negative = inhibition, usual class: inhibitors | AlphaScreen CBFb-His/RUNX1-biotin binding, biochemical; note: % of control where 0% means no effect
# Target sequence (Q01196 whole entry, looked up): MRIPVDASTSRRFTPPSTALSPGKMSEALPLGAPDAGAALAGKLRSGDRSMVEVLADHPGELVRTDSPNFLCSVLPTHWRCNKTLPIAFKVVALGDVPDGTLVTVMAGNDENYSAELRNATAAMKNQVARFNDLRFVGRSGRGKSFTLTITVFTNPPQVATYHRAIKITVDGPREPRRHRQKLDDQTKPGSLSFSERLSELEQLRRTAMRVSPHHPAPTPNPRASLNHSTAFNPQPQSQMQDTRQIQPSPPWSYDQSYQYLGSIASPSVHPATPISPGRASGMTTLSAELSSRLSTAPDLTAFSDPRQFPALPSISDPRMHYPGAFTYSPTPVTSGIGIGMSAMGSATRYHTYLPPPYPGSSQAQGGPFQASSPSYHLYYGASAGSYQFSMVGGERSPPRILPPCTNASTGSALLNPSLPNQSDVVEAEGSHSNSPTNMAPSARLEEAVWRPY
# Target sequence (Q13951 whole entry, looked up): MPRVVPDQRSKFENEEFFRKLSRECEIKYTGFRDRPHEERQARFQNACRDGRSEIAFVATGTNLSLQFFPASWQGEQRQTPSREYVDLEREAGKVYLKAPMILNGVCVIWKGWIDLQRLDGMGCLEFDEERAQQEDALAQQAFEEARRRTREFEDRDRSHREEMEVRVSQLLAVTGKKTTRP
#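 Compounds were screened at multiple concentrations against a preformed CBF-beta(His)/RUNX1(biotin) complex (30 nM of each) for 15 min at room temperature, followed by 90 min with nickel and streptavidin beads and AlphaScreen reading.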
# HTT ATP protect: qHTS Multiplex Assay to Identify Dual Action Probes in a Cell Model of Huntington: Cytoprotection (ATP) | PC12 HTT-Q103 induced, cytoprotection, ATP luminescence, 40 h | Potency, µM (titrated, usually from 56.4 µM), for the others: cytoprotection (ATP increase), hits mostly activators | 230,000 tested, 0.14% active | AID 1471, 2008;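 note: potency is the fitted concentration of half-maximal effect; % of control where 0% means no effect; nearly all actives have a fitted effect of over 45% in size; toxic huntingtin expression switched on by the ecdysone agonist tebufenozide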
#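 Readout: ATPlite luminescence (ATP level). Model: stable PC12, inducible Htt exon1 Q103-GFP. Inducer: tebufenozide, 100 nM final. Compounds: dose series. No G418 in medium.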
# HTT aggregate: qHTS Multiplex Assay to Identify Dual Action Probes in a Cell Model of Huntington: Aggregate Formation (GFP). PC12 HttQ103-GFP aggregates, Acumen cytometry, 40 h. Potency, µM (series often up to 46.1 µM), for inactives: top-dose activity change, negative = inhibition, usual class: inhibitors. 220,000 tested, 1.1% active. AID 1688, 2009; note: potency is the fitted concentration of half-maximal effect; % is set by controls: 0 for no effect and ±100 for the full control effect; nearly all actives have a fitted effect of over 60% in size
#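 Ecdysone-promoter PC12 model expressing HTT exon 1 Q103 fused to GFP, induced by tebufenozide at 100 nM final. Compounds titrated; aggregates sized 1–25 µm scored on a 488 nm laser cytometer.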
# GAA inhib: qHTS Assay for Inhibitors of Human alpha-Glucosidase as a Potential Chaperone Treatment of Pompe Disease; Lysosomal alpha-glucosidase (Homo sapiens), P10253; purified human GAA, 4-MU-alpha-glucoside fluorescence; Potency, µM (doses to about 76.9 µM), for the others: top-dose activity change, negative = inhibition, hits mostly inhibitors; 200,000 tested, 0.005% active; AID 1466, 2008;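 note: potency is the fitted concentration of half-maximal effect; plate controls were uninhibited enzyme wells for no effect and no-enzyme background for full effect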
#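 Activity normalized between no-enzyme (basal) and enzyme-only wells. Conditions: 4 nM human enzyme, 400 uM fluorogenic substrate, citrate/phosphate pH 5.0 with Tween-20, 20 min room temperature, compounds up to 77 uM.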
# GAA glycogen: qHTS Assay for Inhibitors and Activators of Human alpha-Glucosidase Cleavage of Glycogen; AID 2100, 2009; Lysosomal alpha-glucosidase (Homo sapiens), P10253; 300,000 tested, 0.38% active; Potency, µM (titrated, usually from 76.4 µM), inactives show top-dose activity change, negative = inhibition, hits mostly inhibitors; recombinant GAA, glycogen substrate, Amplex Red glucose oxidase fluorescence;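 note: potency is the fitted concentration of half-maximal effect; 0% = full enzyme reaction and -100% = no-enzyme basal signal; the screen sought inhibitors and activators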
#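 Recombinant human enzyme (4 nM); glycogen substrate; 37 C, 40 min, pH 5.0. Readout: coupled glucose oxidase/Amplex Red fluorescence.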
# Starred values were filed as active, the others as inactive; ? = inconclusive; nt = no result given; [ ] = remark or other dose. Unless noted, calls come from the whole dose curve; as a rule, active = well fitted curve in the direction sought with a large enough effect; inconclusive = small, poorly fitted or top-dose-only effect, or another doubt; inactive = no such curve, though single readings can be large; an effect the other way counts as inactive or inconclusive. Outcome played no part in choosing rows; 1.5% or so of the library scored in one or more.
structure | GAA spleen mod | CBFb RUNX1 block | HTT aggregate | HTT ATP protect | Lamin A splicing | GAA inhib | GAA glycogen
COc1c(OC)c(O)c2c(=O)cc(-c3c(O)cccc3O)oc2c1OC | 4% | ? | 8%[9.22 µM] | -17%[10 µM] | nt | nt | ?
Nc1cccc2c1C(=O)N(C(=O)/C=C/c1ccc(F)cc1)C2=O | 2% | 6% | 15% | -84%[inhibitor] | nt | -6% | 0%
Cc1ccc(C)c(Cc2c(C)nc3c(C(=O)NCc4ccc5c(c4)OCO5)cnn3c2C)c1 | -2% | 6% | -1%[9.22 µM] | 10%[10 µM] | -19% | 0% | -6%
Cc1ccc(OCCOC(=O)CCc2nc3ccccc3c(=O)[nH]2)cc1 | -4% | 1% | -19%[9.22 µM] | -45% | nt | 5% | -16%
Cc1onc(-c2c(F)cccc2Cl)c1C(=O)OCC(=O)c1c(N)n(C)c(=O)n(C)c1=O | -1% | -2% | -1% | -50%[inhibitor] | ? | 5% | -12%
Cc1ccc(NC(=O)CN2CC(C)SC2=NC2CCCCC2)cc1 (stereo not drawn) | 2% | 3% | 1% | ? | -7% | -9% | -7%
N#Cc1cc2c(nc1SC1CCCCC1O)CCCC2 (stereo not drawn) | -7% | 6% | -7% | -2% | 1% | -7% | -4%
Cc1nn(-c2ccccc2)c2nc(Cl)c(C(=O)O)cc12 | -30% | 10% | 1% | 18%[10 µM] | -6% | 8% | -5%
CCOC(=O)Nc1ccc(NC(=O)c2ccccc2F)cc1 | 0% | 5% | -3% | -11% | -1%[46 µM] | -4% | -2%
Cc1nn2c(=O)cc(CSc3nc4ccccc4[nH]3)nc2s1 | 8% | 13% | 1% | -12% | 5% | -13% | -30%
Cc1cccn2c(=O)c(/C=C3\SC(=S)N(CC(C)C)C3=O)c(NCCCOC(C)C)nc12 | 6% | 3% | 17% | -11% | 10% | -12% | 5%
CCCCN(C(=O)/C=C/c1ccco1)c1c(N)n(CC(C)C)c(=O)[nH]c1=O | 8% | 7% | -6% | -9% | -1%[46 µM] | 2% | ?
O=C(CCCO)c1ccc2c(c1)OCCO2 | 0% | 1% | 10% | 7% | -8% | -3% | -4%
Cc1cnc(C(=O)Nc2cccc(S(=O)(=O)N(C)C)c2)cn1 | -4% | -4% | 6% | 35%[10 µM] | -9% | 1% | -1%
O=c1cc(O)nc(SCc2ccccc2)[nH]1 | -12% | 3% | -10% | -9%[0.074 µM] | 12% | 0% | -2%
Cc1ccc2c(Cl)c(C)c(N3CCCCC3)nc2n1 | 7% | 9% | 8% | ? | 20% | -2% | -2%
CC(C)Oc1ccc(C(=O)Nc2ccc(N3CCCC3)cc2)cc1 | 1% | -28% | -9% | -13%[10 µM] | -11% | 0% | -11%
O=C(O)CSCC(=O)N1CCN(S(=O)(=O)c2cc(Cl)cc(Cl)c2)CC1 | -7% | 3% | -1%[9.22 µM] | 6%[10 µM] | nt | nt | 1%
CCc1nnc(NC(=O)CCCSc2nc3ccccc3[nH]2)s1 | 7% | 11% | 22% | 18%[10 µM] | -16%[46 µM] | -9% | -2%
CCC(=O)n1nc(NCc2ccc(OC)c(OC)c2)nc1NCc1ccc(OC)c(OC)c1 | -17% | 6% | -4% | -11% | -7% | -6% | -8%
C#CC[N+]1(CC#Cc2cccc3ccccc23)CCOCC1 | 10% | 4% | 3%[9.22 µM] | 23%[10 µM] | nt | 0% | -8%
CC1(C)CC(C(N)=S)CCO1 (stereo not drawn) | -17% | -2% | -10%[9.22 µM] | 8%[10 µM] | nt | 4%[15.4 µM] | -2%
C=CCN(c1ccccc1Cl)S(=O)(=O)c1cccc(C(=O)OCC(=O)N(C)C2CCS(=O)(=O)C2)c1 (stereo not drawn) | 0% | -4% | 2% | 12%[10 µM] | nt | -2% | 25%
COCc1nnc(NC(=O)c2ccc(NC(C)=O)cc2)s1 | -1% | -1% | -5% | -6%[10 µM] | -3% | -11% | 1%
O=C(N/N=C\c1ccc(O)c([N+](=O)[O-])c1)C1COc2ccccc2O1 (stereo not drawn) | 8% | 9% | 11%[9.22 µM] | 43%[10 µM] | nt | nt | 5%
CCOC(=O)CCN1C(=O)[C@H]2[C@H]3[C@H](O)[C@H](O)C/C(=N/NC(=O)OCc4ccccc4)[C@@H]3CC[C@@H]2C1=O | 3%[17.4 µM] | -3%[13.1 µM] | nt | 0%[10 µM] | nt | nt | nt
CCOC(=O)N1CCN(C(=O)C2CCCN(Cc3nc(-c4ccc(Cl)cc4)oc3C)C2)CC1 (stereo not drawn) | -16% | -5% | ? | -19% | ? | 4% | -31%
CC1(C)CC(=O)C(=Cc2cn(CCC#N)nc2-c2ccc(F)cc2)C(=O)C1 | 2% | 1% | -1% | 26%[10 µM] | -15% | -2% | 4%
Cc1cccc(/C=C\c2nc3ccccc3c(=O)[nH]2)c1 | -2% | -1% | 0% | -45%[10 µM] | ? | ? | 1%
CN(C)c1cccc(C(=O)NCc2ccc(Cl)cc2)c1 | -16% | -21% | -7% | -46%[inhibitor] | nt | -2% | -14%
O=C(Nc1ccc(N2CCOCC2)c([N+](=O)[O-])c1)c1ccco1 | -2% | -6% | 6% | -83% | -14%[46 µM] | -6% | 26%
Cc1cc2c(=O)n(NC(N)=O)c(C)nc2s1 | -1% | -2% | -11% | 8%[10 µM] | 12% | -2% | -9%
Cc1cc2cc(CNC(=S)NC3CCCCC3)ccc2[nH]1 | -9% | -2% | ? | -10% | 19%[9.22 µM] | 2% | -6%
O=C(CN1CCN(Cc2ccccc2)CC1)Nc1ccc(S(=O)(=O)N2CCOCC2)cc1 | 2% | 6% | -4% | -12%[0.074 µM] | 2% | -9% | 0%
Cn1cnnc1SCC(=O)Nc1sc2c(c1C#N)CCCCC2 | -2% | 3% | 6% | 16%[10 µM] | -15% | 0% | -3%
Cn1cccc1/C=N/NC(=O)c1ccco1 | -3% | 1% | 3% | -28% | 5%[46 µM] | 0% | 4%
COc1ccc(NC(=O)C(c2ccc(OC)cc2)N(Cc2ccco2)C(=O)CC2NC(=O)NC2=O)cc1 (stereo not drawn) | -1% | -5% | 6% | -45%[inhibitor] | nt | ? | ?
O=C(CSc1nc(Cc2ccccc2)nc2ccccc12)Nc1ccc2c(c1)OCCO2 | -4% | 0% | 15% | -11% | 8% | -9% | 2%
Cc1nc2ccccc2nc1N1CCOCC1 | -7% | 8% | -26% | -16% | 2% | -2% | 0%
CC(=O)N1CCN(CC(=O)O)CC1 | -9% | 20% | 4% | 29% | nt | 2% | 7%
COc1ccc2[nH]c(=O)c(CN(CCN3CCCC3)C(=O)Nc3ccccc3Cl)cc2c1 | 6% | -16% | ? | -24% | 10% | 6% | 8%
Cc1cccnc1-n1c(CCN2C(=O)c3ccccc3C2=O)nc2ccccc2c1=O | -5% | 0% | 22% | -11% | 13% | -5% | -1%
O=C(Cc1c[nH]c2ccccc12)N/N=C/c1ccc(F)cc1 | -10% | 6% | 3% | 16%[10 µM] | ? | -1% | -9%
CCOC(=O)N1CCN(C(=O)c2cn(CCOC)c(=O)c3c2c2ccccc2n3C)CC1 | 16% | -1% | 24% | -24% | 2% | ? | -4%
O=C(OC1Cn2c(=O)ccc(=O)n2C1)c1ccccc1 | 1% | 4% | -2% | -11%[10 µM] | 9% | -2% | 7%
COc1ccc(NC(=O)Cc2c[nH]c3ccccc23)cc1S(=O)(=O)N1CCCCC1 | -13% | -11% | -6% | 11%[10 µM] | ? | -8% | -4%
Cc1ccc(CN2C(=O)CCC2C(=O)N2CCN(c3ccc(F)cc3)CC2)cc1 (stereo not drawn) | -2% | 2% | -11% | -17% | 8%[0.0737 µM] | ? | -9%
COc1cccc(C2c3c(oc4ccc(Cl)cc4c3=O)C(=O)N2c2cc(C)on2)c1OC (stereo not drawn) | 6% | 2% | 29% | -9%[0.074 µM] | ? | 7% | -7%
COc1ccc(N(Cc2ccccc2)C(=O)CSc2nnc(Cn3nnc4ccccc43)o2)cc1 | 1% | -4% | ? | -12% | ? | -11% | 1%
O=C(CN1C(=O)C2(OCCO2)c2ccccc21)c1ccc(Cl)cc1 | -4% | 2% | 3% | 19%[10 µM] | -11% | -6% | -1%
CCN1CCN(c2cc(C)c3cc(NC(=O)c4ccc(OC)c(OC)c4)ccc3n2)CC1 | -7% | 2% | 31% | -14% | ? | -12% | 6%[76.3 µM]
